# Bioassay records as filed in PubChem BioAssay.
# JMJD2A Tudor inh = qHTS Assay for Inhibitors of JMJD2A-Tudor Domain | Lysine-specific demethylase 4A (Homo sapiens), O75164 | AlphaScreen JMJD2A-Tudor / H3K4me3 peptide binding | Potency, µM (doses to about 114 µM), without a hit: at the top dose activity change, negative = inhibition, hits mostly inhibitors | actives 4.4% (n = 390,000) | AID 504339, 2011; further: on the % scale 0 is the no-effect control and ±100 the full control effect; nearly all actives have a fitted effect of over 50% in size
# Target sequence (O75164 whole entry, looked up, the tested form may be a part): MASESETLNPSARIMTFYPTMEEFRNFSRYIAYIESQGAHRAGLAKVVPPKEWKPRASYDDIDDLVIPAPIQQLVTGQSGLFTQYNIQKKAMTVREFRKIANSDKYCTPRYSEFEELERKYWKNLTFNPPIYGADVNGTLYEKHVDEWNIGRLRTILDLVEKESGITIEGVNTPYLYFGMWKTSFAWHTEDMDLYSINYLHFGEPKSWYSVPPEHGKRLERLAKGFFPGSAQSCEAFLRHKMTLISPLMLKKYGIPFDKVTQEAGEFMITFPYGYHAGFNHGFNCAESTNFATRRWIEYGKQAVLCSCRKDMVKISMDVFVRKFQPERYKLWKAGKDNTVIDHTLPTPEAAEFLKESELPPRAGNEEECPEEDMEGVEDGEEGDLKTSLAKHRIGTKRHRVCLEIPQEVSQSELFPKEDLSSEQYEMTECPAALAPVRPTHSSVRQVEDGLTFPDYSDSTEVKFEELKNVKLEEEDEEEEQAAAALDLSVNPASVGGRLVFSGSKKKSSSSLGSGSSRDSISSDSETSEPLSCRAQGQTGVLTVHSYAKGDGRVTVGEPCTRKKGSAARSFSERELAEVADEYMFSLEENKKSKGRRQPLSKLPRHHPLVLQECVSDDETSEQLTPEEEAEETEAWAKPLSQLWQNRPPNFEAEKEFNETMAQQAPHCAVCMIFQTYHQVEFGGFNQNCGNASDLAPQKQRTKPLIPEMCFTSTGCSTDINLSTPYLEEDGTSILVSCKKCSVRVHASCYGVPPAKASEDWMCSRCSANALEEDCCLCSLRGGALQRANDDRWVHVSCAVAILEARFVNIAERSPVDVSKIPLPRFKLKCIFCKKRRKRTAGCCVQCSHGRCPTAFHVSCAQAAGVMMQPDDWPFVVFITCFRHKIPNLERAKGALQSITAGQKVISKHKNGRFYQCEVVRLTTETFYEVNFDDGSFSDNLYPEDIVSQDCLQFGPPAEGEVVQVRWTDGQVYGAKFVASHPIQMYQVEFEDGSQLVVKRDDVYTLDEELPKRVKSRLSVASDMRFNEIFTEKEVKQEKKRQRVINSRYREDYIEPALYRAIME
# POLH inh = qHTS for Inhibitors of Polymerase Eta | actives 1.2% (n = 390,000) | DNA polymerase eta (Homo sapiens), Q9Y253 | Potency, µM (titrated, usually from 114 µM), for the others: top-dose activity change, negative = inhibition, actives largely listed as inhibitors | recombinant Pol eta, fluorescent DNA replication assay; further: on the % scale 0 is the no-effect control and ±100 the full control effect
#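 Pol eta (10 nM) was preincubated with compounds for 15 min at room temperature, after which fluorescent replication substrate (50 nM final) was added to start the reaction. Fluorescence was read kinetically at 0 and 10 min.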
# Pol beta inh = qHTS Assay for Inhibitors of DNA Polymerase Beta. actives 1.3% (n = 340,000). Potency, µM (highest dose often 114 µM), without a hit: at the highest dose activity change, negative = inhibition, hits mostly inhibitors. P06746. AID 485314, 2010. Pol beta primer extension/strand displacement, fluorescence kinetic; further: on the % scale 0 is the no-effect control and ±100 the full control effect
#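 Homogeneous kinetic assay of primer extension and strand displacement by 10 nM Pol beta, preincubated 15 min at room temperature with compound before 50 nM substrate (final) was added. Read at 0 and 10 min; four-parameter Hill fit.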
# BAZ2B inh = qHTS Assay for Inhibitors of BAZ2B. Bromodomain adjacent to zinc finger domain protein 2B (Homo sapiens), Q9UIF8. AlphaScreen BAZ2B-H3K14Ac peptide displacement. Potency, µM (doses to about 114 µM), for the others: at the top dose activity change, negative = inhibition, actives largely listed as inhibitors. actives 4.4% (n = 360,000). AID 504333, 2011; further: on the % scale 0 is the no-effect control and ±100 the full control effect; nearly all actives have a fitted effect of over 60% in size
#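 AlphaScreen displacement: compounds (up to 110uM) incubated 30 min at room temperature with a preformed 50 nM BAZ2B/50 nM biotinylated H3K14Ac peptide complex in PBS pH 7.4 with Tween-20. Donor and acceptor beads at 10 ug/mL final added, 20 min light-protected before reading.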
# APE1 inh = qHTS Assay for Inhibitors of the Human Apurinic/apyrimidinic Endonuclease 1 (APE1); DNA repair nuclease/redox regulator APEX1 (Homo sapiens), P27695; recombinant APE1, TAMRA/BHQ-2 abasic DNA cleavage fluorescence; Potency, µM (highest dose often 65.8 µM), for the others: top-dose activity change, negative = inhibition, actives largely listed as inhibitors; actives 0.35% (n = 350,000); AID 2517, 2012;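 further: plate controls were vehicle for no effect and reference inhibitor for full effect; nearly all actives have a fitted effect of over 55% in size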
#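 APE1 at 0.75 nM preincubated 15 min at room temperature with compound. Reaction then started with 50 nM double-stranded THF-abasic substrate labelled with TAMRA/BHQ-2, and 525/598 nm fluorescence read kinetically. Activity taken as third-minus-first read difference, normalized to DMSO and NSC13755 controls.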
# POLK inh = qHTS for Inhibitors of Polymerase Kappa. DNA polymerase kappa (Homo sapiens), Q9UBT6. purified Pol kappa, fluorescent DNA synthesis assay, 10 min. Potency, µM (titrated, usually from 107 µM), without a hit: top-dose activity, negative = inhibition, hits mostly inhibitors. actives 0.53% (n = 400,000). AID 588579, 2011; further: on the % scale 0 is the no-effect control and ±100 the full control effect
#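 First, compounds were pin-transferred onto 10 nM Pol kappa. After 15 min at room temperature, substrate was added to 50 nM final. Fluorescence was then measured kinetically at 0 and 10 min.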
# G9a block = qHTS Assay for Inhibitors of Histone Lysine Methyltransferase G9a. Histone-lysine N-methyltransferase EHMT2 (Homo sapiens), Q96KQ7. G9a H3K9 monomethylation, AlphaScreen, 2 h. Potency, µM (titrated, usually from 102 µM), for inactives: at the top dose activity, negative = inhibition, hits mostly inhibitors. actives 8.8% (n = 350,000). AID 504332, 2011; further: on the % scale 0 is the no-effect control and ±100 the full control effect; nearly all actives have a fitted effect of over 75% in size
#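 G9a (20 nM) was preincubated 15 min with compound, then reacted 2 h at room temperature with 500 nM biotin-H3K9 peptide and 20 µM SAM. Monomethyl-H3K9 detected by AlphaScreen using anti-H3K9me1 antibody.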
# Pol iota inh = qHTS for Inhibitors of Polymerase Iota; actives 1% (n = 390,000); AID 588590, 2011; Potency, µM (highest dose often 115 µM), for the others: top-dose activity, negative = inhibition, most hits filed as inhibitors; Pol iota fluorescent replication assay, 10 min
#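 Fluorescent replication assay read twice, at 0 min and 10 min after adding 50 nM (final) substrate. Enzyme (10 nM) and compounds were first incubated 15 min at room temperature; enzyme-free buffer wells were negative controls.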
# BLM inh = qHTS Assay for Inhibitors of Bloom's syndrome helicase (BLM) | RecQ-like DNA helicase BLM (Homo sapiens), P54132 | recombinant BLM DNA unwinding, fluorescence dequenching | Potency, µM (highest dose often 56.1 µM), for the others: at the top dose activity change, negative = inhibition, hits mostly inhibitors | actives 0.2% (n = 350,000) | AID 2528, 2010;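 further: plate controls were vehicle for no effect and no enzyme for full effect; nearly all actives have a fitted effect of over 35% in size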
# Active calls of the source: *; ? = inconclusive; . = not tested or not shown; [ ] = another dose, or the depositor's remark. The call rests on the fitted dose curve; in most records, active means well fitted curve in the direction sought with a large enough effect; inconclusive means small, poorly fitted or top-dose-only effect, or another doubt; inactive means no such curve, though single readings can be large; an effect the other way counts as inactive or inconclusive. Potency means the concentration at half of the fitted maximal effect. This is a subset; count on the stated rates, not on these rows.
canonical_smiles,BAZ2B inh,Pol beta inh,JMJD2A Tudor inh,Pol iota inh,APE1 inh,POLH inh,G9a block,POLK inh,BLM inh
Cc1cc(C)c2c(CN3CC(C)OC(C)C3)cc(=O)oc2c1C (stereo not given),0%,9%,-23%,43%[activator],17%,-16%,25%,-15%,0%
O=C(NCC(=O)N(CC1CCCO1)C(C(=O)NC1CCCCC1)c1cccnc1)c1cccs1 (stereo not given),0%,-9%,-8%,-7%,-5%,-5%,6%,-6%,-2%
COc1ccc(C2=C(C)C(=NCc3ccc(OC(C)C)cc3)NS2(=O)=O)cc1,-27%,3%,-9%,-1%,.,-13%,-33%[59 µM],-1%,0%
COc1ccc(CCNC(=O)C(=O)NN=C2CCCCCCC2)cc1OC,-4%,-2%,-13%,15%,3%,-19%,.,-6%,-14%
COc1cc(NC(=O)c2cnc3c(-c4ccc(F)cc4)c(C)nn3c2C)cc(OC)c1,-4%,9%,-19%,-16%,.,-13%,7%[59 µM],?,-7%
CO/N=C(\C(=O)N[C@@H]1C(=O)N2C(C(=O)O)=C(COC(N)=O)CS[C@@H]12)c1ccco1,.,.,.,.,2%[21 µM],.,13%[21.5 µM],-5%[12 µM],3%[21.4 µM]
CCOc1ccc(NC(=O)CCNC(=O)C2CCN(S(=O)(=O)c3ccccc3)CC2)cc1,-6%,41%,-6%,-8%,6%,3%,-7%[0.501 µM],-1%,-3%
Cc1c(C(=O)Nc2ccc(F)c(Cl)c2)sc2nc3n(c(=O)c12)CCC3,-13%,-27%,-12%,0%,.,-16%,-1%[59 µM],-9%,1%
COCc1cc(Sc2c(Cl)cccc2Cl)nc(-c2ccccc2)n1,57%[activator],0%,73%[activator],10%,-4%,-16%,38%[59 µM],1%,-6%
O=C(N/N=C/c1cc2c(cc1Cl)OCO2)c1ccc2c(c1)OCCO2,-3%,23%,-4%,9%,-3%,-21%,7%,5%,-2%
COc1ccc2[nH]cc(CCCN3C(=O)c4ccccc4C3=O)c2c1,?,7%,?,15%,1%,-9%,?,-9%,-2%
COc1cc(/C=C2/C(=O)ON=C2C)ccc1OCc1ccccc1F,?,0%,?,?,-3%,-19%,?,-12%,2%
Cn1c(=O)[nH]c(=O)c2c1nc(OC(=O)c1ccccc1)n2CC(O)COc1ccc(F)cc1 (stereo not given),-34%,-17%,-6%,13%,-10%,-1%,?,-11%,-1%
O=C(COC(=O)[C@@H]1CC(O)CN1S(=O)(=O)c1ccc(Cl)cc1)NC(=O)NCc1ccccc1 (stereo not given in full),-6%,.,-18%,18%,-9%,-13%,10%[0.501 µM],-14%,.
O=C(c1ccco1)N(CCO)Cc1cc2cc3c(cc2[nH]c1=O)OCO3,-5%,-2%,-11%[11.4 µM],106%[activator],-1%,-20%,12%,-3%,0%
CN(C)c1nc(N(C)C)nc(N(C#N)Cc2ccc(Cl)cc2)n1,21%,-1%,41%[activator],-9%,60%[activator],-13%,16%,-18%,-8%
O=C(NC1CC(=O)N(c2ccc(Cl)cc2)C1)C1CC1 (stereo not given),-2%,.,-3%,27%,12%,-9%,-7%,6%,.
CCCc1cc(=O)[nH]c(SCC(=O)N2CCC(C)CC2)n1,1%,4%,-15%,12%,-11%,-12%,-6%,-16%,-9%
NC(=O)C(CC(=O)O)NC(=O)[C@@H]1CCCNc2c(I)cc([N+](=O)[O-])cc2C(=O)N[C@@H](CO)C(=O)N[C@@H](Cc2ccc(O)cc2)C(=O)N1 (stereo not given in full),-26%,-24%,?,?,?,16µM*,50µM*,50µM*,0%
COc1cccc(OC)c1C(=O)Nc1ccc2c(c1)Cc1ccccc1-2,-7%,18%,-17%,116%[activator],?,-16%,.,1%,-12%
COc1ccc2oc(C(=O)OCC(=O)N(C)CC(=O)Nc3ccc(C)cc3)c(C)c2c1,4%,.,-13%,43%[activator],0%,-20%,50µM*,-9%,.
Cc1noc(C)c1-c1cc(NC2CCNCC2)ncn1,.,.,.,.,-2%,.,-13%[0.501 µM],-3%[60.1 µM],3%
Cc1cc(OC(=O)c2c(Cl)cccc2Cl)nc(C)n1,5%,25%,-8%,-3%,1%,-7%,-5%[59 µM],-7%,1%
Cc1cc(NS(=O)(=O)c2ccc(NC(=O)c3cc(-c4cccnc4)nc4ccc(Cl)cc34)cc2)no1,-38%,6%,-28%,8%,-5%,?,.,-11%,0%
CC(C)Cn1c(=O)c2ccccc2n2c(CCC(=O)O)nnc12,1%,-1%,12%,32%[activator],24%,-10%,9%,-4%,-5%
COc1cc(NC(=O)c2cccs2)ccc1NC(=O)Cc1ccccc1,-13%,8%,-19%,15%,4%,-10%,.,-17%,-8%
COc1cccc(-c2csc(N3CCN(Cc4ccccc4)CC3)n2)c1,?,5%,-14%,-20%[58.9 µM],22%,-12%,?,-12%,-3%
CNC(=S)N(CCc1ccccc1)Cc1cc2cc(OC)c(OC)cc2[nH]c1=O,-8%,-22%,-19%,24%,-3%,-18%,-2%[59 µM],-7%,-6%
CC(Oc1ccc(F)cc1)c1ccnc2nc(/N=C/N(C)C)nn12 (stereo not given),-16%,-2%,-15%,62%[activator],3%,-11%,6%,-2%,-7%
O=c1c2ccccc2nc2n1CCO2,5%,50%,-4%,118%[activator],2%,6%,-3%,-4%,5%
CCOC(=O)C1CCN(CC(C)(C)NS(=O)(=O)c2ccc(Cl)cc2)CC1,50µM*,-29%,3.2µM*,44%[activator],17%[12.4 µM],-24%,11µM*,-2%,-1%
Cc1ccc(C2c3[nH]c4ccccc4c3CCN2C(=O)c2ccccc2Br)cc1 (stereo not given),?,0%,?,-6%,.,-14%,-47%[59 µM],-8%[60.1 µM],-11%
O=C(C1CCN(C2CCN(Cc3ccc4c(c3)CCO4)CC2)CC1)N1CCOCC1,4%,4%,-10%,?,0%,-7%,-20%,-8%,-1%
Cc1ccccc1C(=O)NNC(=O)c1cccc([N+](=O)[O-])c1,-9%,32%,-4%,48%[activator],16%,1%,5%[59 µM],-8%,-1%
CCOc1ccc(-n2cnc3sc(C)c(C)c3c2=O)cc1,-4%,7%,-13%,22%,5%,-21%,.,4%,-2%
COC(=O)COc1nc(C)c(Br)c(OC)n1,8%,-3%,-7%,7%,7%,5%,7%[59 µM],7%,-9%
COc1ccc(/C=N/NC(=O)C(=O)N2CCCCCC2)cc1O,-9%,0%,-7%,71%[activator],-8%,2%,.,6%,-5%
COc1ccc(CCN2CC(C(=O)NCCN3CCCC3=O)CCC2=O)cc1 (stereo not given),17%,3%,0%,16%,54%[activator],-15%,41%,3%,-1%
O=C(OC(C(=O)NCC1CCCO1)c1ccccc1F)c1ccco1 (stereo not given),27%,3%,-5%,14%,-1%,10%,5%[59 µM],-2%,-1%
O=C(O)CCN(CCC(=O)O)S(=O)(=O)c1ccccc1,5%,25%,-9%[57.1 µM],81%[activator],1%,8%,12%[59 µM],-8%,-4%
CN(C(=O)C1CCC(=O)N(Cc2cccc(F)c2)C1)C1CCCCC1 (stereo not given),-1%,7%,-12%,26%,2%,-20%,.,-1%,0%
CCOc1ccc(-n2nc(CO)c(C(=O)NCc3cccs3)n2)cc1,2%,28%,-4%,-1%,.,-9%,8%[59 µM],-10%,-3%
O=C(NC1CCCCCC1)c1ccc(CS(=O)c2cccc(Cl)c2)o1 (stereo not given),?,2%,-14%,-25%,.,-7%,-29%[59 µM],-12%,1%
CCC1OC(=O)C(C)C(OC2C[C@@](C)(OC)C(O)C(C)O2)C(C)C(O[C@@H]2OC(C)CC(N(C)C)C2O)[C@](C)(O)CC(C)C(=NOCOCCOC)C(C)C(O)[C@]1(C)O (stereo not given in full),-1%,.,-19%,3%,2%,1%,8%[59 µM],1%,.
COc1ccccc1NCc1cccn1-c1nnc(N2CCOCC2)s1,6%[57.1 µM],-1%,-17%,7%,.,-4%,-28%[59 µM],-2%,0%
Cc1ccc(C(=O)C2CCN(S(=O)(=O)c3ccccc3C(=O)O)CC2)cc1,0%,97%,4%,14%,19%,5%,-5%,-8%,-2%
CCCCN(C(=O)CSc1nn(-c2ccc(F)cc2)c(=S)s1)c1c(N)n(CCCC)c(=O)[nH]c1=O,-9%,.,-14%,-10%,0%,5%,-4%[0.501 µM],-5%,.
COc1ccc(CNC(=O)c2csc(Cc3ccccc3)n2)cc1,27%,-28%,15%,10%,-1%,-9%,49%[59 µM],-7%,-2%
COCCNC(=S)Nc1ccc(N2CCCCC2)cc1,50µM*,3%,?,-7%,-2%,8%,8.9µM*,2%,-1%
COc1ccc(-n2cccc2/C=C2\C(=N)N3N=C(C(C)C)SC3=NC2=O)cc1,?,1%,-24%,40%[activator],-6%,-25%,?,-7%,-13%
O=C(NN1CCOCC1)c1ccc(Cl)c(Cl)c1,-10%,14%,-7%,11%,0%,5%,.,2%,-7%

# Some of these compounds in order of number of heavy atoms, rising:
canonical_smiles,BAZ2B inh,Pol beta inh,JMJD2A Tudor inh,Pol iota inh,APE1 inh,POLH inh,G9a block,POLK inh,BLM inh
Cc1ccccc1C(=O)NNC(=O)c1cccc([N+](=O)[O-])c1,-9%,32%,-4%,48%[activator],16%,1%,5%[59 µM],-8%,-1%
O=C(COC(=O)[C@@H]1CC(O)CN1S(=O)(=O)c1ccc(Cl)cc1)NC(=O)NCc1ccccc1 (stereo not given in full),-6%,.,-18%,18%,-9%,-13%,10%[0.501 µM],-14%,.
CCCCN(C(=O)CSc1nn(-c2ccc(F)cc2)c(=S)s1)c1c(N)n(CCCC)c(=O)[nH]c1=O,-9%,.,-14%,-10%,0%,5%,-4%[0.501 µM],-5%,.
